hERG WT inh: blocks the wildtype human KCNH2 potassium channel | Q12809 | U2OS, BacMam KCNH2, thallium flux FluxOr; hits give low values | activity change, % at 1.84 µM | actives 0.37% (n = 340,000) | AID 720551;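 active = maximum activity change below -70%; inconclusive = maximum activity change between -70% and -50%; inactive = maximum activity change above -50%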; also: % is scaled to controls: 0 for no effect and ±100 for the full control effect
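U2OS cells were transduced with wild-type KCNH2 virus (2.03 x 10^8 / mL) for 4 h at room temperature, then cultured overnight at 37 C. Thallium flux was read with FluxOr dye. Rate constants were normalized to DMSO controls.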
TRPV1 agonist: agonists of human vanilloid receptor 1 (TRPV1) | activation, % at 8.33 µM | AID 540275 | TRPV1-expressing cells, Fluo-8 calcium influx, agonist mode | Q8NER1 | actives 0.19% (n = 320,000); in the data active = activation above about 80%; inconclusive = between about 30% and that limit; also: 0% is about no effect
Target sequence (Q8NER1 whole entry, looked up): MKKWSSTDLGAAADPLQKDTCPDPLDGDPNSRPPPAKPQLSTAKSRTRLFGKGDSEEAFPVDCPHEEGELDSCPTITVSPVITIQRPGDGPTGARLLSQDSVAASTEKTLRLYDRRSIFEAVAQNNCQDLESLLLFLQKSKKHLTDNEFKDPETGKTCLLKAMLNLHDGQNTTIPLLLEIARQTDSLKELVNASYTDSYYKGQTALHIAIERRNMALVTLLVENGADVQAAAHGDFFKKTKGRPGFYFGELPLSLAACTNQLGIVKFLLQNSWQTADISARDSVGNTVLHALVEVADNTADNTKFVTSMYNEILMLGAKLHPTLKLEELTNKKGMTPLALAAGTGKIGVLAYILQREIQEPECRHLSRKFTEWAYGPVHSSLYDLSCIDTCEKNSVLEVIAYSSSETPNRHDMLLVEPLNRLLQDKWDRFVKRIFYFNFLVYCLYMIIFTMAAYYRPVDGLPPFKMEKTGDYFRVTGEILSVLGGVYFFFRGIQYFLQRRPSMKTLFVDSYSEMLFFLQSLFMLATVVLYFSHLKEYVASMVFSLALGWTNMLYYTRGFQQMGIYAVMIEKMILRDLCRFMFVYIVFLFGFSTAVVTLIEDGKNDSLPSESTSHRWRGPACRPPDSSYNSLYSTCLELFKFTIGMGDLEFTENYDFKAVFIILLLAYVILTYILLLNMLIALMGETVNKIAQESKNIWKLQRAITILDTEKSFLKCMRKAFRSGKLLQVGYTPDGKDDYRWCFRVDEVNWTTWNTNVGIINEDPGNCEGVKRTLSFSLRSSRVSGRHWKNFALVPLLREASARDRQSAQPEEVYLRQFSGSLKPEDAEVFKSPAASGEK
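Cells expressing TRPV1 were dye-loaded with Fluo-8 and read kinetically: 10 s baseline, 3 min after compound (agonist portion), then 2 min after EC20 capsaicin (allosteric enhancer portion). Calcium-bound dye fluorescence at 480/520 nm.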
Menin MLL FP TR: inhibitors of human menin-MLL interaction, mutant MLL peptide; actives 0.23% (n = 270,000); Menin + Texas Red MLL mutant peptide, fluorescence polarization; AID 1768; Potency, µM (highest dose often 61.6 µM), without a hit: at the highest dose FP activity change, negative = inhibition, most hits filed as inhibitors; active = well fitted inhibition curve with a large enough effect in the polarisation, with a control signal flat, not every such curve was filed as active; inconclusive = small, poorly fitted or top-dose-only effect, or effect the other way, or a change in a side signal; inactive = no such curve, though single readings can be large or run the other way; the % refers to the polarisation; also: potency is read from the fitted curve at half-maximal effect; % of control where 0% means no effect; many of its hits are not listed in these tables
KCNH2 3.1 block: blocks the human KCNH2 3.1 channel isoform | activity change, % (tested at about 1.8 µM) | actives 0.95% (n = 340,000) | AID 720553 | U2OS KCNH2 3.1, thallium flux FluxOr; hits give low values;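 active = maximum activity change below -70%; inconclusive = maximum activity change from -70% to -50%; inactive = maximum activity change above -50%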;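 also: thallium influx rate constant from kinetic fluorescence after stimulation buffer; % is scaled to controls: 0 for no effect and ±100 for the full control effect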
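Steps: virus added to U2OS suspension (4 h, RT, dark); medium with 10% FBS added, cells plated, 37 C overnight; FluxOr/Red40 loading buffer 45 min RT; stimulation buffer, 2 min kinetic read; rate constant normalized.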
PKM2 act: PKM2 (human) enzyme activation; purified PKM2, Kinase-Glo ATP luminescence, activation; response scale: 0% is enzyme alone, no compound; Potency, µM (top dose mostly 57.5 µM), without a hit: at the top dose activation, most hits filed as activators; actives 0.34% (n = 260,000); also: potency is read from the fitted curve at half-maximal effect; % is scaled to controls: 0 for no effect and ±100 for the full control effect; nearly all actives have a fitted effect of over 55% in size
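Kinase-Glo luminescence reports ATP generated from ADP (0.1 mM) and PEP (0.5 mM) by purified hPK-M2 after 1 h at room temperature, pH 7.2 imidazole buffer; intermediate enzyme activity allows detecting inhibitors and activators.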
GALK inh: galactokinase (human) inhibition. P51570. Purified GALK, Kinase-Glo residual ATP luminescence. Potency, µM (doses to about 57.5 µM), without a hit: top-dose activity change, negative = inhibition, most hits filed as inhibitors. actives 0.007% (n = 270,000). AID 1868; also: potency is read from the fitted curve at half-maximal effect; % is scaled to controls: 0 for no effect and ±100 for the full control effect
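Luminescence from leftover ATP (Ultra-Glo luciferase/luciferin) served as read-out after a 1 h room-temperature reaction of 5 nM GALK with 35 uM ATP and 100 uM galactose.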
B2AR arrestin: beta2AR (human) beta-arrestin recruitment activity; beta-arrestin recruitment to beta2AR, cell-based reporter; Potency, µM (highest dose often 46.1 µM), for inactives: top-dose activation, usual class: activators; actives 0.02% (n = 330,000); AID 492947;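 also: potency is read from the fitted curve at half-maximal effect; 0% = DMSO controls and full agonism = EC100 isoproterenol or metaproterenol; nearly all actives have a fitted effect of over 65% in size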
Giardia kill: Giardia lamblia killing | Giardia lamblia trophozoite viability | activity change, % at 7.66 µM, hits read low | actives 0.15% (n = 340,000) | AID 540267; in the data active = activity change below about -80%; inconclusive = between about -30% and that limit;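 also: parasites exposed to compound for two days anaerobically before the ATP read; % is scaled to controls: 0 for no effect and ±100 for the full control effect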
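Viability, read as ATP luminescence: trophozoites at 100 cells/well, compound added, 48 hrs anaerobic at 37 deg C, then 15-30 min room-temperature development before reading.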
USP2a inh: inhibitors of human ubiquitin-specific protease USP2a; USP2 core, Ub-CHOP2 coupled fluorogenic reporter, 485/531; Potency, µM (doses to about 38.3 µM), without a hit: at the highest dose activity change, negative = inhibition, hits mostly inhibitors; actives 0.01% (n = 330,000); AID 463254;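 also: potency is read from the fitted curve at half-maximal effect; plate controls were DMSO wells for no effect and full inhibition by NEM control for full effect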
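Deubiquitinase activity read as fluorescence (485/531 nm) after Ub-CHOP2 cleavage activates the enterokinase reporter on its substrate; USP2 core 10nM, Ub-CHOP2 and substrate 25nM each, 30min compound preincubation then 60min RT; data normalized to NEM, curves fitted.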
CXXC DNA block: inhibitors of human MLL CXXC domain-DNA interaction | AID 2662 | actives 0.037% (n = 290,000) | MLL-CXXC / FITC-HOXA9 DNA fluorescence polarization | Q03164 | Potency, µM (titrated, usually from 115 µM), inactives show top-dose activity change, negative = inhibition, hits mostly inhibitors; active = well fitted inhibition curve with a large enough effect in the polarisation, with a control signal flat, not every such curve was filed as active; inconclusive = small, poorly fitted or top-dose-only effect, or effect the other way, or a change in a side signal; inactive = no such curve, though single readings can be large or run the other way; the % refers to the polarisation; also: potency is read from the fitted curve at half-maximal effect
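Fluorescence polarization: 7 uM MLL-CXXC (stock) preincubated 5 min with compounds, then 50 nM fluorescein-HOX-A9 DNA (stock) added; 30 min ambient. Buffer 50 mM Tris-HCl pH 7.5, 50 mM NaCl, 1 mM DTT, 0.05% BSA.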
FBPA coupling cs: coupling enzyme interference in Giardia aldolase counter-screen; coupling enzyme system counterscreen, AmpLite Red fluorescence; activity change, negative = inhibition, % at 58.2 µM, hits read low; actives 0.67% (n = 290,000); in the data active = activity change below about -30%; also: % is scaled to controls: 0 for no effect and ±100 for the full control effect
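Activity here indicates interference with the coupling reaction, not aldolase inhibition. Compounds at 57.5 uM final met coupling enzymes for 10 min at RT; substrate and AmpLite Red detection followed, with a 525/598 nm fluorescence read after 20 min.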
Starred values were filed as active, the others as inactive; ? = inconclusive; . = not tested or not shown; [ ] = another dose, or the depositor's remark. Unless noted, calls follow the shape of the dose curve; as a rule, active = well fitted curve in the direction sought with a large enough effect; inconclusive = small, poorly fitted or top-dose-only effect, or another doubt; inactive = no such curve, though single readings can be large; an effect the other way counts as inactive or inconclusive.

SMILES	hERG WT inh	TRPV1 agonist	Menin MLL FP TR	KCNH2 3.1 block	PKM2 act	GALK inh	B2AR arrestin	Giardia kill	USP2a inh	CXXC DNA block	FBPA coupling cs
CC1CCN(C(=O)c2[nH]cnc2C(=O)Nc2cccc(Cl)c2)CC1	7.3	10.5	.	2.2	.	.	-0.5%	31.1[activator]	-0.5%	.	.
Cc1cc2cc(C#N)c(N3CCN(S(C)(=O)=O)CC3)nc2cc1C	4.4	26.7	-15.5%	-22.3	-3.6%	.	-0.8%	-6.9	5.7%	5.1%	-0.7
CCn1c(SCC(=O)N2CCN(c3ccccc3)CC2)nnc1-c1ccoc1C	-7.7	.	-12.0%[11.7 µM]	-0.3	-0.2%	0.9%	0.4%	-16.5	1.7%	1.2%	-2.4
COc1ccc(CN2C(=O)c3ccccc3C2=O)cc1C(=O)OC(C)C(=O)NC(N)=O (stereo not given)	4.7	-5.2	7.0%	-17.5	0.4%	1.0%	-1.8%	-3.8	2.6%	-18.0%	0.2
S=C(NCc1ccncc1)NC1CCCCC1	.	?	-4.7%	-22.2	-0.1%	-0.5%	-0.4%	39.9[activator]	4.4%	-3.2%	-3.1
c1ccc(N2CCN(c3cnc4ccccc4n3)CC2)cc1	17.4	-0.6	1.9%	-13.2	0.6%	-2.3%	0.3%	4.2	2.2%	14.1%	-9.3
O=C(CSc1nnc(-c2cccs2)o1)OC1CCCCC1	13.7	-0.3	-17.7%	3.0	-6.1%	1.8%	0.2%	-7.6	-1.5%	-1.0%	0.1
CSc1ccc(CNC2CC2)cc1	-5.6	0.2	-0.1%	0.1	-7.6%	0.1%	-0.4%	-3.8	-1.8%	-5.6%	-0.6
O=C(CN1C(=O)C2CC=CCC2C1=O)NC1CCCCC1 (stereo not given)	4.2	-3.8	1.9%	20.8	-3.3%	1.7%	-0.2%	-4.3	0.7%	-1.2%	4.7
Cc1cccc(NC(=O)CSc2nc3c(oc4ccccc43)c(=O)n2-c2ccccc2)c1	-11.7	-4.8	-23.0%	-37.8	10.5%	0.7%	10.0%	-1.3	-2.3%	1.7%	2.4
COC(=O)C1=NNC(C(=O)c2ccco2)C1c1ccc(OC)cc1 (stereo not given)	8.6	1.9	4.8%	5.9	-0.4%	6.5%	0.1%	-13.1	1.7%	14.9%	0.5
O=C(CCn1c(=S)oc2ccccc21)Nc1ccc(F)cc1	1.9	12.9	?	-19.0	0.5%	0.9%	-0.1%	1.5	3.9%	-2.3%	1.2
Cc1nn(CCOc2ccccc2)c(=O)n1-c1c(F)cccc1F	-6.0	0.2	4.5%	-8.8	-1.8%	-1.3%	0.2%	-5.6	-0.5%	0.8%	-0.2
CN1CCN(CCOc2ccc(-c3ccccc3)cc2)CC1	29.3	11.2	-6.6%	-26.7	3.9%	8.0%	-0.2%	-16.9	-6.3%	13.6%	-0.7
O=C(COc1ccc2ccc(=O)oc2c1)NCc1ccccn1	10.7	3.8	.	5.6	.	6.7%	0.0%	24.3	3.0%	-1.6%	.
COc1ccc(N2CCN(C(=O)Cn3c(=O)c4cccn4c4cccnc43)CC2)cc1	13.7	-1.3	.	-20.5	.	2.0%	-0.2%	-3.7	0.3%	2.3%	.
COc1cc(/C=N/Nc2ccccc2[N+](=O)[O-])cc(OC)c1O	-3.5	3.0	?	1.0	0.7%	-0.6%	0.1%	7.0	4.2%	-3.0%	1.3
COc1ccc(CNC(=O)CCn2c(=O)oc3ccccc32)c(OC)c1	-9.9	4.9	-6.5%	1.9	-4.3%	-1.4%	0.3%	11.1	-3.6%	22.0%	0.7
CCC(=O)Nc1cccc2ccccc12	6.3	4.2	5.3%	18.2	-1.9%	16.4%	0.5%	-4.9	0.5%	-0.2%	-1.1
CC1=CCC(C(=O)O)C(C(=O)O)C1 (stereo not given)	-0.1	2.7	-7.5%	-10.5	-3.9%	-1.7%	-1.7%	-2.0	-0.2%	-0.8%	0.0
CCN(C(=O)CCS(=O)(=O)c1ccc2c(c1)oc(=O)n2C)c1ccc(OC)cc1	0.9	-3.7	.	4.5	.	6.0%	-0.2%	-1.1	2.0%	2.5%	.
O=C(CN1C(=O)CSC1=O)NCc1ccccc1	-0.9	-3.0	-2.6%	9.0	3.8%	2.7%	-3.1%	1.1	0.1%	-1.6%	2.9
COc1cccc(NC(=O)C2CC2(c2cccc(OC)c2)c2cccc(OC)c2)c1 (stereo not given)	-9.7	11.2	?	15.9	-4.7%	0.4%	-0.7%	2.4	0.4%	21.6%	-2.3
CCOc1cc(N2CCOCC2)c(OCC)cc1NS(=O)(=O)c1cc(NC(C)=O)ccc1OC	4.2	-1.3	?	3.3	.	0.4%	-0.3%	-12.8	-1.1%	4.2%	-18.3
CCOC(=O)c1cnn(-c2ncnc3sc(C)c(C)c23)c1N	3.3	7.5	0.0%	-4.4	0.9%	7.4%	0.2%	1.0	5.0%	4.4%	1.1
CCOC(=O)c1cnc(-n2cc(C)cn2)nc1NCc1ccc2c(c1)OCO2	-22.9	?	-0.9%	-32.5	8.4%	-3.9%	0.1%	5.9	3.0%	2.1%	0.2
C[C@@H](C(=O)N1CCN(C(=O)OC(C)(C)C)CC1)n1cc(CCCN=C(NC(=O)OC(C)(C)C)NC(=O)OC(C)(C)C)nn1	-19.4	1.2	-15.5%	4.8	-0.5%	-1.7%	-0.5%	20.5	1.8%	-16.8%	0.9
O=C(Nc1ccc(Cc2ccncc2)cc1)c1ccco1	26.7	16.0	15.8%	1.1	-6.9%	1.4%	0.0%	-22.4	-0.3%	3.5%	-0.5
CCCC(=O)N1CCc2cc(OC)c(OC)cc2C1COc1ccccc1OC (stereo not given)	-8.3	4.3	-1.3%	18.1	.	.	0.2%	5.2	0.4%	14.0%	0.1
CC(=O)c1sc(-c2ccccc2)cc1N	-5.1	7.9	.	-2.8	-31.5%	.	-0.5%	1.4	3.6%	-4.5%	-2.3
Cc1c(O)c(S(=O)(=O)c2ccccc2)c(=O)n(-c2ccccc2)c1-c1ccccc1	-18.9	-0.1	0.0%	-1.6	3.9%	.	-1.8%	-0.1	-4.5%	-4.5%	16.9
O=C(C1CCN(S(=O)(=O)c2cnc[nH]2)CC1)N1CCn2c1nc1ccccc12	-15.1	0.8	-12.5%	6.0	0.2%	-2.8%	-0.4%	-4.3	0.3%	0.6%	-0.1
CCn1c2ccccc2c2cc(/C=N/n3cnnc3)ccc21	-6.4	1.8	2.9%	-12.4	-4.2%	0.0%	0.2%	-13.9	0.3%	4.0%	-1.1
CCCC(=O)NCCCc1nc2ccccc2[nH]1	-4.6	-1.8	-24.3%	5.3	-5.1%	1.0%	-0.3%	17.2	2.1%	-4.5%	-0.2
Cc1ccc2nc(C)cc(SCC(=O)N/N=C/c3ccco3)c2c1	7.7	19.7	.	22.9	-2.9%	6.9%	-0.3%	-9.4	-1.0%	7.5%	.
CCOC(=O)CSc1nnc(CNC(=O)c2ccc(OC)cc2)n1Cc1ccccc1	9.5	-4.1	0.2%	1.4	5.0%	-3.6%	0.5%	2.0	0.7%	-0.7%	-0.1
CC1(C)Cc2c(sc3nc[nH]c(=O)c23)CO1	-0.5	0.4	12.9%	13.0	-24.0%	-1.5%	-0.7%	-7.2	10.4%	-7.9%	0.1
CCOc1cc(C2NC(=O)NC(C)=C2C(=O)OCc2ccccc2)ccc1O (stereo not given)	-8.1	6.8	-0.9%	-19.9	-2.5%	2.6%	0.3%	-19.7	5.1%	3.8%	-1.8
CCCN(CC(=O)Nc1ccccc1OC)C(C)C(=O)NC(C)CCc1ccccc1 (stereo not given)	5.2	-4.4	?	2.3	0.6%	-1.2%	0.2%	6.6	0.6%	1.4%	-0.8
C/C(=N/NC(=O)Cc1cc(=O)[nH][nH]1)c1ccc([N+](=O)[O-])cc1	12.4	-2.4	-6.9%	-3.5	1.5%	-3.4%	-0.9%	-6.1	0.7%	-5.8%	0.4
Cc1onc(-c2ccccc2Cl)c1C(=O)N1CCN(C=O)CC1	-35.2	-2.5	.	21.6	-9.3%	5.4%	-0.3%	4.2	-3.0%	-22.9%	.
N#Cc1cc2ccc(N3CCOCC3)cc2cc1C#N	1.4	-0.9	10.5%	2.6	10.0%	-0.1%	-0.2%	-4.0	1.7%	8.1%	-42.7*
COc1ccc(CN(C)C(=O)Cc2ccsc2)c(OC)c1OC	5.6	5.8	.	1.7	.	5.3%	-0.8%	-1.9	-1.9%	6.1%	-0.3
Nc1ncn(CC(=O)c2ccccc2)n1	-8.4	0.3	-2.7%	19.8	10.0%	-1.8%	-0.3%	-11.7	-0.3%	13.5%	3.8

These rows are one share of the data. The share of hits here may be higher or lower than overall.
